N370S GC – inhibitors or activators of N370S glucocerebrosidase for Gaucher disease. hit rate 0.092% among 330,000. P04062. N370S GC spleen homogenate, 4MU-glucoside fluorescence. Potency, µM (highest dose often 59.4 µM), for the others: at the top dose activity change, negative = inhibition, actives largely listed as inhibitors. AID 2101;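 also: 0% = full enzyme activity and -100% = no enzyme basal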
FEN1 inh – inhibitors of human flap endonuclease 1; P39748; Recombinant FEN1 flap cleavage, fluorescence, 15 min; Potency, µM (doses to about 114 µM), for the others: at the highest dose activity change, negative = inhibition, hits mostly inhibitors; hit rate 0.35% among 390,000; AID 588795; also: nearly all actives have a fitted effect of over 65% in size
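FEN1 at 10 nM preincubated with compounds 15 min at room temperature, then flap DNA substrate added at 50 nM final. Signal read at 0 and 15 min; concentration-response fitted with four-parameter Hill equation.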
GCN5L2 inh – blocks human GCN5L2 histone acetyltransferase; Q92830; GCN5L2 HAT assay, ThioGlo1 CoA-SH fluorescence; Potency, µM (doses to about 58.9 µM), inactives show at the highest dose activity change, negative = inhibition, usual class: inhibitors; hit rate 0.21% among 390,000; AID 504327
Target sequence (Q92830 whole entry, looked up): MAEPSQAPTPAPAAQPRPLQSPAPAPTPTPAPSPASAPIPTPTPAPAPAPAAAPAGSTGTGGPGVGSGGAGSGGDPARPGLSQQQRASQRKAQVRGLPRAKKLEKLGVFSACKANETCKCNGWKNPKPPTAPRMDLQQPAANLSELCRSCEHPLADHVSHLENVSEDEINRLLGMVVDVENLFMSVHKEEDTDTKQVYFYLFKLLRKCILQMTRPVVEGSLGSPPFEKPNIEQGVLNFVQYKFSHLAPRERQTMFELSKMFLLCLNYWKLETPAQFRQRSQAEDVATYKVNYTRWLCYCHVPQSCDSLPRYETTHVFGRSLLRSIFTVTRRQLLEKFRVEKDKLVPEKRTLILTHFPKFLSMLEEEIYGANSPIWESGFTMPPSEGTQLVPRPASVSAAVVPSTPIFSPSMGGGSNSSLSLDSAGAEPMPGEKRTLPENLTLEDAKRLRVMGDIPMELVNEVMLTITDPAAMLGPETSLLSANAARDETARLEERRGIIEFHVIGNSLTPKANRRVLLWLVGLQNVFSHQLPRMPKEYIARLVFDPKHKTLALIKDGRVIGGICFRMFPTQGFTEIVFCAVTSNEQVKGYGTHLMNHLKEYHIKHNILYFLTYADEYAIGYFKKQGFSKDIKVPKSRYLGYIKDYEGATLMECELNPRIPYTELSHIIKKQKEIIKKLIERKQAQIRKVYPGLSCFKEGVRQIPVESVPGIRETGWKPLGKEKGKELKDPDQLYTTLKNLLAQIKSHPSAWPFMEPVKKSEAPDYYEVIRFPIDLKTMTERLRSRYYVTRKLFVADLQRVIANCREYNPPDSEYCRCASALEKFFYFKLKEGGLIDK
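ThioGlo1-coupled HAT assay: 20nM GCN5L2, 70uM acetyl-CoA, 75uM H3(1-25) peptide, pH 7.5. Fluorescence read at 340/540nm at start and after 20 min at room temperature.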
Active calls of the source: *; ? = inconclusive; . = not tested or not shown; & = joins results of further samples; [ ] = another dose, or the depositor's remark. Calls follow the shape of the dose curve; as a rule, active = well fitted curve in the direction sought with a large enough effect; inconclusive = small, poorly fitted or top-dose-only effect, or another doubt; inactive = no such curve, though single readings can be large; an effect the other way counts as inactive or inconclusive. Unless noted, % is scaled to controls: 0 for no effect and ±100 for the full control effect; potency is read from the fitted curve at half-maximal effect. An excerpt; count on the stated rates, not on these rows.

entry | structure | N370S GC | FEN1 inh | GCN5L2 inh
1 | CC(C)c1ccc(C2CC(=O)N3CN(Cc4ccco4)CSC3=C2C#N)cc1 (stereo unspecified) | -6% | -17% | ?
2 | O=C(O)c1nc(NCCc2ccccc2)ncc1Cl | 0% | 14% | -3%
3 | CCn1c(=O)cc(OCC(=O)Nc2cccnc2)c2ccccc21 | -3% | -1% | 1%
4 | CC1(C)CCC(NC(=O)[C@@H](N)CCC(=O)O)CC1 | 2% | . | 3%&0%
5 | CCC(c1nnnn1CCc1ccccc1)N(Cc1ccco1)Cc1cc2cc(C)cc(C)c2[nH]c1=O (stereo unspecified) | 13% | 16% | -19%
6 | CSc1cccc(NC(=O)Nc2ccccc2C(N)=O)c1 | 4% | 12% | -3%
7 | CCCNC(=O)CN1CCN(c2ccc(NC(=O)c3ccc(OC)cc3)cc2C(=O)O)CC1 | . | -1% | 3%
8 | Cc1ccc(NC(=O)COC(=O)c2ccc3c(c2)OCO3)cc1S(=O)(=O)N1CCCCC1 | -11% | -7% | -10%
9 | COc1ccc(OC(C)C(=O)NCc2nc(-c3ccc(Cl)cc3)no2)cc1 (stereo unspecified) | . | -4% | 2%
10 | CC(C)C(OC(=O)c1oc2ccccc2c1CSC1CCCCC1)C(=O)NC(N)=O (stereo unspecified) | 1% | . | -1%
11 | O=C(O)Cc1ccc(NC(=O)C(c2ccccc2)c2ccccc2)cc1 | 4% | -2% | 4%
12 | O=C(OCC1OC(OC(=O)c2cc(O)c(O)c(OC(=O)c3cc(O)c(O)c(O)c3)c2)[C@@H](OC(=O)c2cc(O)c(O)c(OC(=O)c3cc(O)c(O)c(O)c3)c2)C(OC(=O)c2cc(O)c(O)c(OC(=O)c3cc(O)c(O)c(O)c3)c2)C1OC(=O)c1cc(O)c(O)c(OC(=O)c2cc(O)c(O)c(O)c2)c1)c1cc(O)c(O)c(OC(=O)c2cc(O)c(O)c(O)c2)c1 (stereo partly specified) | ? | . | 3.5µM*
13 | O=C1c2ccccc2C(=O)N1CCc1nn[nH]n1 | -2% | -2% | 2%
14 | O=C(NC1(C(F)(F)F)NC(=O)N(c2ccccc2F)C1=O)c1ccncc1 (stereo unspecified) | 2% | 4% | -10%
15 | Cc1c(CN(C)Cc2cn(C)nc2-c2ccccc2F)[nH]c2ccccc12 | -8% | -21% | -4%
16 | O=C(N/N=C1/CCS(=O)(=O)c2ccc(F)cc21)c1ccccn1 | -12% | -7% | -4%
17 | COc1ccc(NC(=O)COC(=O)CNC(=O)c2cccs2)cc1Cl | . | 1% | 1%
18 | CCNC(=O)COC(=O)c1ccc(NS(=O)(=O)c2ccc3c(c2)OCCO3)cc1 | 10% | 15% | -6%
19 | Cc1noc(C)c1S(=O)(=O)Nc1c(C)n(C)n(-c2ccccc2)c1=O | 14% | 3% | .
20 | CN1C(C(=O)NCc2ccco2)=CC(c2ccc(F)cc2)=NS1(=O)=O | -15% | -14% | -7%
21 | COc1ccc(Cl)cc1NC(=O)NC(C)C | 21% | -7% | -6%
22 | COc1ccc(-c2noc(-c3ccc(Br)o3)n2)cc1OC | 2% | -5% | 1%
23 | CN1C(=O)c2ccc(NC(=O)C3CC3)cc2C1=O | 4% | 15% | -23%
24 | CC(c1ccccc1)N1CNc2c(c(=O)n(C)c(=O)n2C)C1 (stereo unspecified) | 10% | -2% | 0%
25 | C=CCn1c(=O)c2ccccc2n2c(SCc3cc(=O)n4ccsc4n3)nnc12 | -9% | -3% | -4%

Taken from above.
In FEN1 inh, no. 22 is listed with -5%
In GCN5L2 inh, no. 4 is listed with 3%&0%

Next section
entry | structure | N370S GC | FEN1 inh | GCN5L2 inh
26 | CCOC(=O)c1cc(-c2ccccc2)n(-c2cccc(C(=O)Nc3cccc(F)c3)c2)c1C | . | -8% | -2%
27 | COc1ccc(C(=O)N(CN2CCCC2=O)c2nccs2)cc1OC | 19% | -10% | -5%
28 | CCOc1ccc(CCNC(=O)CSc2nc3ccccc3nc2Cc2ccc(C)cc2)cc1OCC | . | 12% | -1%
29 | O=C(O)c1ccc2c(c1)C(=O)N([C@H](Cc1c3ccccc3cc3ccccc13)C(=O)O)C2=O | -18% | . | -9%
30 | Cc1ccc(-n2cnc(N)c2C(=O)c2cccc([N+](=O)[O-])c2)cc1 | 1% | 0% | -1%
31 | CC1CN(C(=O)c2ccc(CNS(=O)(=O)c3cccc(Cl)c3)cc2)CC(C)O1 (stereo unspecified) | -3% | 12% | -27%
32 | O=C(c1cc(-c2cccc(O)c2)on1)N1CCOCC1 | 3% | -4% | -3%
33 | COc1ccccc1NC(=O)c1oc2ccccc2c1NC(=O)C1CCCCC1 | . | -2% | 3%
34 | CCSc1ncc(Cl)c(C(=O)N(Cc2ccc(N(C)C)cc2)C2CCS(=O)(=O)C2)n1 (stereo unspecified) | -1% | 1% | -22%
35 | O=C(COc1ccccc1-c1ccccc1)NN=C1CCCC1 | 29% | -1% | -2%
36 | CCC(C)NC(=O)c1sc2nc3n(c(=O)c2c1C)CCC3 (stereo unspecified) | . | 26% | -11%
37 | COc1ccc(NC(=O)c2ccco2)cc1NC(=O)COc1cc(C)ccc1C(C)C | . | ? | -4%
38 | COc1ccc(C(=O)OCC(=O)NCC2CCCO2)c(F)c1 (stereo unspecified) | . | -2% | -6%
39 | CC1Oc2ccccc2C=C1/C=N/Nc1ccc(C(=O)O)cc1 (stereo unspecified) | -11% | -12% | -5%
40 | O=C(CCc1ccccc1)NC(=S)Nc1cccc(C(=O)O)c1 | 6% | 0% | -1%
41 | COc1cc(C)c(NC(=S)NCCCN2CCOCC2)cc1OC | -2% | -7% | -4%
42 | Cc1c(S(=O)(=O)N2CCCCC2)c(=O)n(C)c(=O)n1C | -7% | -3% | 0%
43 | Cc1nc(C(F)(F)F)ccc1C(=O)NN1CCOCC1 | -22% | 5% | 31%[activator]
44 | CNC(=S)N1N=C(c2ccc(Br)cc2)CC1c1ccc(Br)cc1 (stereo unspecified) | 23% | 3% | -9%
45 | CCN(CC)C(=S)SC1CCCCN(C(=O)c2ccccc2)C1=O (stereo unspecified) | 28% | 3% | -13%
46 | Cc1ccc(NS(=O)(=O)c2cc(C(=O)NCCCN(C)C)ccc2Cl)cc1Cl | -7% | 2% | -5%
47 | COc1ccc(NCC(=O)n2c(C)c(C)c3ccccc32)cc1 | 2% | -8% | -4%
48 | CCN(CC)S(=O)(=O)c1ccc(-c2nnc(SCC(C)=O)o2)cc1 | 2% | -11% | -5%
49 | CCCn1c(N)c(N2CCCCC2)c(=O)n(CC(=O)Nc2ccccc2C(F)(F)F)c1=O | . | 5% | 2%
50 | CCC(C)NC(=O)COC(=O)c1ccccc1OCC(=O)Nc1ccc(Br)cc1 (stereo unspecified) | ? | -1%&-8% | -1%

entry | structure | N370S GC | FEN1 inh | GCN5L2 inh
51 | COc1cc(/C=C(/C#N)C(=O)NC(C)c2ccccc2)cc(OC)c1O (stereo unspecified) | -13% | -7% | -4%
52 | Cc1ccc(C(CC(=O)O)Nc2nc(N3CCCCC3)nc(N3CCCCC3)n2)cc1 (stereo unspecified) | -14% | -1% | 0%
53 | CCOc1ccc(C(=O)CSc2nnc3ccccn23)cc1 | . | 9% | -6%
54 | O=C(NCC(c1cccnc1)N1CCOCC1)C(=O)Nc1ccc(Cl)cc1 (stereo unspecified) | . | 24% | -7%
55 | CC(=O)NC(c1ccccc1)c1nc2ccccc2[nH]1 (stereo unspecified) | 10% | -1% | -8%
56 | COc1ccc(C2=C/C(=C/c3cccnc3)C(=O)O2)cc1OC | -26% | -12% | -5%
57 | CC1CCC(NC(=O)c2cccc(S(=O)(=O)N3CCN(C)CC3)c2)CC1 (stereo unspecified) | -1% | 2% | 0%
58 | CN1C(C(=O)Nc2ncccn2)=C(O)c2ccccc2S1(=O)=O | -22% | -1% | -20%
59 | CCOC(=O)c1sc2nc3c(SCC(=O)O)cc(C(=O)c4ccccc4O)cn3c(=O)c2c1C | -3% | ? | -10%
60 | NS(=O)(=O)c1ccc(CCNC(=O)c2nc(SCc3ccccc3F)ncc2Cl)cc1 | . | -2% | 2%
61 | [N-]=C=C1C(=S)NC(=O)[C@H]([n+]2ccccc2)[C@H]1c1ccc(Cl)cc1 | -19% | -17% | 11µM*
62 | Cc1cccc(C(=O)OCc2cc3ccccc3[nH]c2=O)c1 | 6% | 0% | 6%
63 | O=C(Cn1nc(C(=O)O)c2ccccc2c1=O)Nc1ccc(Cl)c(S(=O)(=O)N2CCOCC2)c1 | . | -5% | -10%
64 | CCCCCCc1cc2cc(-c3nnc(-c4ccccc4)o3)c(=O)oc2cc1O | 7% | -12% | -11%
65 | COc1c[nH]n(C2CCCCC2)c(=O)c1=O | -4% | -6% | -7%
66 | O=C(CN(CC1CCCO1)C(=O)CNS(=O)(=O)c1ccc(Cl)cc1)NCCc1ccccc1 (stereo unspecified) | 7% | 2% | 0%
67 | Cc1cc(O)c(C(c2ccccc2)N2CCN(c3ccccc3F)CC2)c(=O)n1Cc1ccco1 (stereo unspecified) | . | -19% | -4%
68 | CCn1c(C)c(C)c2cc(C(=O)NCCN3CCCCCC3)ccc21 | -19% | -21% | -3%
69 | CCOc1ccc(/C=C2\SC(=S)N(CC(=O)Nc3ccccn3)C2=O)cc1 | -4% | -7% | 0%
70 | CC12CCC(=O)N1C(C(=O)NNC(=O)COc1ccccc1Cl)CS2 (stereo unspecified) | . | -1% | 3%
71 | CCN(c1ccccc1)S(=O)(=O)c1ccc2c(c1)N(C(C)=O)CCO2 | -2% | -2% | -1%
72 | O=C(NC(=S)N1CCCCCC1)C1CC1 | -10% | -1% | 1%
73 | CN1C(=O)C2(CCCCC2)C1c1ccccc1 (stereo unspecified) | . | 1% | 0%

Random excerpt: two records from the list
entry | structure | N370S GC | FEN1 inh | GCN5L2 inh
65 | COc1c[nH]n(C2CCCCC2)c(=O)c1=O | -4% | -6% | -7%
58 | CN1C(C(=O)Nc2ncccn2)=C(O)c2ccccc2S1(=O)=O | -22% | -1% | -20%

Compounds from the list above that have a Cl atom:
entry | structure | N370S GC | FEN1 inh | GCN5L2 inh
2 | O=C(O)c1nc(NCCc2ccccc2)ncc1Cl | 0% | 14% | -3%
9 | COc1ccc(OC(C)C(=O)NCc2nc(-c3ccc(Cl)cc3)no2)cc1 (stereo unspecified) | . | -4% | 2%
17 | COc1ccc(NC(=O)COC(=O)CNC(=O)c2cccs2)cc1Cl | . | 1% | 1%
21 | COc1ccc(Cl)cc1NC(=O)NC(C)C | 21% | -7% | -6%
31 | CC1CN(C(=O)c2ccc(CNS(=O)(=O)c3cccc(Cl)c3)cc2)CC(C)O1 (stereo unspecified) | -3% | 12% | -27%
34 | CCSc1ncc(Cl)c(C(=O)N(Cc2ccc(N(C)C)cc2)C2CCS(=O)(=O)C2)n1 (stereo unspecified) | -1% | 1% | -22%
46 | Cc1ccc(NS(=O)(=O)c2cc(C(=O)NCCCN(C)C)ccc2Cl)cc1Cl | -7% | 2% | -5%
54 | O=C(NCC(c1cccnc1)N1CCOCC1)C(=O)Nc1ccc(Cl)cc1 (stereo unspecified) | . | 24% | -7%
60 | NS(=O)(=O)c1ccc(CCNC(=O)c2nc(SCc3ccccc3F)ncc2Cl)cc1 | . | -2% | 2%
61 | [N-]=C=C1C(=S)NC(=O)[C@H]([n+]2ccccc2)[C@H]1c1ccc(Cl)cc1 | -19% | -17% | 11µM*
63 | O=C(Cn1nc(C(=O)O)c2ccccc2c1=O)Nc1ccc(Cl)c(S(=O)(=O)N2CCOCC2)c1 | . | -5% | -10%
66 | O=C(CN(CC1CCCO1)C(=O)CNS(=O)(=O)c1ccc(Cl)cc1)NCCc1ccccc1 (stereo unspecified) | 7% | 2% | 0%
70 | CC12CCC(=O)N1C(C(=O)NNC(=O)COc1ccccc1Cl)CS2 (stereo unspecified) | . | -1% | 3%
